PKA-R2B act: activates the human PKA-R2B holoenzyme complex; PKA-R2B holoenzyme dissociation, Cy5-IP20 fluorescence polarization; R2B truncated from residue 108, S112A mutant; 0% DMSO only, 100% 113 µM cGMP; activation, % at 11.4 µM; 340,000 compounds, 0.079% hits;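 active = activation above a cutoff set at the mean over all compounds plus 3 SD, cut at about 18% in these data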;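 also: higher means more holoenzyme dissociation and a rise in polarization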
Target sequence (P31323 whole entry, looked up, other chains not shown, the tested form may be a part): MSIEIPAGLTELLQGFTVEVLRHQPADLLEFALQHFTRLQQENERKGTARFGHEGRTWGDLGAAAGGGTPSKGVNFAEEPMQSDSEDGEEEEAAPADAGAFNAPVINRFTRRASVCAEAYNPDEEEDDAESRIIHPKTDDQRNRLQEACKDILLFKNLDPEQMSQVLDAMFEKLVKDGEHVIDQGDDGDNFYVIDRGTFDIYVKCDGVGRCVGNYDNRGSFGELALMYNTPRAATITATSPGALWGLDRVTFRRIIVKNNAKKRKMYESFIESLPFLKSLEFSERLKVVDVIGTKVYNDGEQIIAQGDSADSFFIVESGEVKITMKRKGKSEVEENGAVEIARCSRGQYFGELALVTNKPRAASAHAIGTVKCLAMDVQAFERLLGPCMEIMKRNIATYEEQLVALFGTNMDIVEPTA
SUMO Mot1 rescue: blocks SUMOylation pathway, rescuing yeast Mot1-301 growth | S. cerevisiae Mot1-301 growth rescue, ATP luminescence, 38.5C; percent above DMSO median, 100 means doubled | growth rescue, % at 18.8 µM | 320,000 compounds, 1% hits | AID 2716;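 active = every valid replicate shows activation above 250% relative to neutral control wells; inactive = the rest, any valid replicate at or below 250%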;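 also: OY570 slx delta 5 strain wells were the positive control but not used for scaling; some compounds called inactive have numbers as strong as hits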
NSD2 inh: NSD2 (human) methyltransferase inhibition. O96028. NSD2 peptide methylation, AlphaScreen, 120 min. inhibition, % at 12.5 µM. 310,000 compounds, 0.54% hits; in the data active = inhibition above about 50%
PKA-R1A act: activators of PKA-R1A complex; AID 504707; activation, % at 11.4 µM; P00514+P68181; PKA-R1A dissociation, Cy5-IP20 fluorescence polarization; scaled: DMSO 0%, 113 µM cGMP 100%; 340,000 compounds, 0.083% hits;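 active = percent activation above the mean of all tested compounds plus 3 SD, cut at about 19% in these data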;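 also: higher means more PKAc released from R1A so a rise in polarization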
MITF TRPM1 HTS: MITF TRPM1 promoter activation in melanoma cells | SK-MEL-5 TRPM1-promoter luciferase, 24 h; % of positive control, neutral wells = 0 | activation, % at 12.5 µM | 300,000 compounds, 0.75% hits;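 active = mean activation of at least 80% with every replicate also reaching 80%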;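 also: 0% = neutral control wells and 100% = parthenolide positive control wells; values of inactives mirror those of a sister screen read the other way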
SR-BI DiI inh: inhibitors of mouse SR-BI mediated HDL lipid uptake; 320,000 compounds, 0.96% hits; ldlA[mSR-BI] CHO cells, DiI-HDL uptake fluorescence, 3 h; inhibition, % at 12.5 µM; Q61009;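 active = mean replicate inhibition of at least 70% and a set share of replicates each scoring 70 or more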;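 also: 0% = median of neutral control wells and 100% = median of positive control wells; values of inactives mirror those of a sister screen read the other way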
CDK5 p35 inh: blocks human CDK5/p35 kinase activity; Q00535+Q15078; Recombinant CDK5/p35, ADP-Glo luminescence, 60 min; inhibition, % at 10 µM; 330,000 compounds, 0.01% hits; AID 488839;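 active = highest replicate inhibition of at least 50% and at least 75% of replicates reaching 50%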;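 also: plate controls were DMSO neutral control for no effect and GW8510 at 10 µM for full effect; many of its hits are not listed in these tables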
Target sequence (Q00535 whole entry, looked up): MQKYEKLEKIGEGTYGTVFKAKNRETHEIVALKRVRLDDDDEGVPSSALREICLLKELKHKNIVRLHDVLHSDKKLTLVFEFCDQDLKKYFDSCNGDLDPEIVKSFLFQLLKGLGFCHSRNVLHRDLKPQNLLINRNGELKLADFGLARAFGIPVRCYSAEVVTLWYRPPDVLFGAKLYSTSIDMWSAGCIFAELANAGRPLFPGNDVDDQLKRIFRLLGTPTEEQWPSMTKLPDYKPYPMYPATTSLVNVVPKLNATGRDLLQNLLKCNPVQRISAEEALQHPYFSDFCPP
Target sequence (Q15078 whole entry, looked up): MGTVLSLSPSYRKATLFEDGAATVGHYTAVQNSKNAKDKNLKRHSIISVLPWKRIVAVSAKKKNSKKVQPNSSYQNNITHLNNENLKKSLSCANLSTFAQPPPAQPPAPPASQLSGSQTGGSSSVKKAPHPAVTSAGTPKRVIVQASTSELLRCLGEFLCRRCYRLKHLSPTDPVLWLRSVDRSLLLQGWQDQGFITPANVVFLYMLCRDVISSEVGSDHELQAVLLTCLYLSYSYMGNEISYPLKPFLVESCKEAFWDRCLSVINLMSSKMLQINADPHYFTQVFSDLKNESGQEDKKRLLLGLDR
DSG3 Ab inh: blocks pemphigus antibody binding to human desmoglein-3; DSG3-coupled beads, scFv-anti-DSG3-GFP binding, flow cytometry; active compounds read low; binding (percent of control), % at 10 µM; 310,000 compounds, 0.48% hits;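 active = binding more than 3 SD below its plate's average and above zero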;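 also: hits lower antibody fragment binding to DSG3; some compounds called inactive have numbers as strong as hits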
Arrestin-AP2 inh: blocks beta-arrestin peptide binding to AP2 adaptin. FITC-arrestin peptide / GST-AP2 beads, flow cytometry; AP2 beta2 appendage carries R879A mutation. inhibition, % at 10 µM. 340,000 compounds, 0.31% hits. AID 504490;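 active = inhibition above a set limit, near 3 SD of compounds lacking own fluorescence, cut at about 54% in these data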;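 also: plate controls were DMSO wells for no effect and 5 µM unlabelled arrestin peptide for full effect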
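System: GST-AP2 R879A glutathione beads | Also added: FITC-arrestin peptide, 50 nM | Times: 12 min plus 1 h, RT | Signal: Bead flow cytometry, FITC channel | Buffer or medium: PBS with 0.05% Tween 20 and 0.1% BSA | Read-out basis: Percent drop in bead-associated FITC signal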
SR-BI DiI-HDL act: enhances SR-BI lipid uptake from DiI-HDL. CHO ldlA[mSR-BI] cells, DiI-HDL uptake fluorescence, 3 h; 100 = double the neutral-control signal. activation, % at 12.5 µM. 320,000 compounds, 0.096% hits;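 active = mean replicate activation of at least 60% and every replicate at or above 60%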;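 also: 0% = median plate neutral-control signal and 100% = twice that signal; values of inactives mirror those of a sister screen read the other way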
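Material – SR-BI-overexpressing, LDLR-lacking CHO cells · Medium – BSA-supplemented, HEPES-buffered Ham's F12, pH 7.4 · Doses – single concentration · Times – compound with DiI-HDL co-incubation, 3 h at 37 °C · Measured by – bottom-read fluorescence, 550/595 nm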
dFosB activator: activators of mouse delta FosB homodimer; 340,000 compounds, 0.99% hits; P13346; AID 493131; activation, % at 25 µM; purified delta FosB, TAMRA-CDK5 oligo fluorescence polarization; percent of positive-control signal above neutral wells;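 active = mean activation above about 17%, with every replicate also reaching it, limit read from the data, passing the limit was not always enough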;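 also: fluorescence polarization rise as delta FosB binds a TAMRA Cdk5 AP-1 oligo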
An asterisk follows results filed as active; / = no result given. Compounds were not picked by outcome (roughly 4.7% active in at least one column).

nr	PKA-R2B act	SUMO Mot1 rescue	Compound	NSD2 inh	PKA-R1A act	MITF TRPM1 HTS	SR-BI DiI inh	CDK5 p35 inh	DSG3 Ab inh	Arrestin-AP2 inh	SR-BI DiI-HDL act	dFosB activator
1	-9	14	COc1ccc(N2CCN(C(=O)COC(=O)c3ccco3)CC2)cc1	0	-4	1	-34	-0.8	/	-7	34	6
2	0	18	Cc1cc(C)c(NC(=O)CS(=O)CC(=O)Nc2cccnc2)c(C)c1 (stereo not drawn)	-1	2	2	-19	-1.9	100	22	19	-2
3	-7	148	C#CCCOC(=O)N1C2=NC(C(=O)OC)=C(C(=O)OC)[C@@H]3N(C)c4ccc(OC)cc4[C@]23C[C@H]1C(=O)OC	/	-6	4	-28	-3.8	111	4	28	0
4	-8	352	CC(=O)Oc1ccc(C(=O)Nc2ccc3c(c2)OCCO3)cc1	0	-7	33	-6	1.8	111	2	6	5
5	1	14	CC1CC(=O)NN=C1c1cccs1 (stereo not drawn)	1	7	5	0	0.3	/	-9	0	-3
6	-12	-4	O=C(O)c1c2c(nc3ccccc13)/C(=C/c1ccccc1[N+](=O)[O-])CCC2	5	-8	-6	-16	-0.5	/	19	16	-7
7	-3	445	O=C(O)CCCC(=O)N1CCN(C(c2ccccc2)c2ccccc2)CC1	-2	-1	-7	-34	-2.7	87	1	34	2
8	-4	-6	O=C(CCC1CC(=O)Nc2ccccc21)NCc1cccnc1 (stereo not drawn)	/	4	-14	6	-2.0	99	19	-6	4
9	4	5	OCCN1CCOCCOCCN(CCO)CCN(CCO)CC1	15	-8	-4	3	1.7	/	-4	-3	4
10	1	-3	O=C1C=CN(Cc2ccccc2)C(c2ccccc2)C1 (stereo not drawn)	/	-10	1	-16	-1.4	102	24	16	-1
11	2	14	O=C(CSc1nc2c(sc3ccccc32)c(=O)n1-c1ccccc1)NCc1ccco1	-2	0	-5	13	-1.0	96	1	-13	-13
12	-1	2	COc1cccc(-c2sc3ccc(OC)cc3c2C#CC(C)(C)O)c1	/	13	17	65	-1.3	103	23	-65	0
13	-2	/	Cc1cc(C)n(CC(=O)c2ccc(Cl)cc2)n1	1	-8	-12	-8	1.9	97	-9	8	3
14	2	-10	O=C(CCCN1C(=O)c2ccccc2C1=O)N1CCN(c2ccccn2)CC1	-2	-5	/	-34	0.1	104	4	34	-4
15	-4	42	O=C(NCCCN1CCOCC1)c1ccc(CSCc2cccc(Cl)c2)o1	11	-7	-2	/	0.4	88	31	/	-14
16	0	1	Cc1cccc(NC(=O)C2CCCN2/C=C/C(=O)C(F)(F)F)c1C (stereo not drawn)	-1	2	-8	-2	0.3	/	9	2	5
17	-1	-22	Cc1ccc(CSc2nc3c(c(=O)[nH]2)CCC3)cc1	4	-6	-7	-3	-2.9	102	10	3	-4
18	0	287	Cc1ccc(-c2nc(S(=O)(=O)c3ccc(C)cc3)c(SCC(N)=O)o2)cc1	4	4	2	-9	1.6	/	-15	9	10
19	-1	8	O=C(Nc1cccc(-c2csc(Nc3ccccc3)n2)c1)c1ccccc1	/	0	106*	77*	-4.9	100	3	-77	-6
20	-1	39	CCCOc1c(Br)cc(C(=O)NCC)cc1OC	-2	6	/	24	-1.1	111	7	-24	-2
21	1	15	CCCCN(CC)CCNC(=O)c1cc2c(=O)n(C)c3ccccc3c2n1C	/	-6	18	37	1.0	109	4	-37	-13
22	-7	-26	COc1ccc(CNC(=O)CN(CC2CCCO2)C(=O)CNS(=O)(=O)c2ccc(C)cc2)cc1 (stereo not drawn)	/	10	-3	12	-0.7	105	77*	-12	-7
23	1	12	CCN(CC)C(=O)CN1C(=O)C(=O)c2ccccc21	-8	-5	0	-2	-0.2	65	11	2	1
24	0	-1	Cc1ccccc1NC(=S)Nc1ccc2[nH]c(=O)[nH]c2c1	2	-4	0	/	2.5	102	34	/	-1
25	1	58	COc1ccc(C(=O)NCC(=O)OCC(=O)Nc2sccc2C#N)cc1OC	2	-1	-6	5	-2.8	108	-7	-5	-6
26	23*	13	COc1ccc(/C=N/NC2=NS(=O)(=O)c3ccccc32)cc1	0	4	3	-7	-0.9	99	2	7	1
27	1	4	COc1ccc(C(=O)C2CCN(C(=O)c3ccc(OC)cc3)CC2)cc1	0	5	-13	-12	0.8	114	-6	12	-5
28	-5	9	O=C(O)CSc1nnc(C2CC2)n1-c1ccccc1	0	6	1	-24	-1.2	/	2	24	0
29	1	-8	O=[N+]([O-])c1ccc(N2CCN(CCO)CC2)cc1NCc1ccco1	1	-7	11	-6	0.3	77	3	6	-1
30	-7	1	COc1ccc(S(=O)(=O)N2CCCC(C(=O)N3CCOCC3)C2)cc1C (stereo not drawn)	0	-4	-3	-32	-0.8	98	-4	32	5
31	-3	3	CCN(Cc1cnn(C)c1)C(=O)CC1C(=O)NCCN1Cc1cccc(OC)c1OC (stereo not drawn)	-1	3	-2	-10	0.2	87	14	10	-2
32	2	-18	CCCCn1c(C(C)NC(=O)c2cccs2)nc2ccccc21 (stereo not drawn)	-8	4	-7	3	-1.3	/	-3	-3	-4
33	4	-6	Cn1c(=O)cc(SCC(=O)N2CCOCC2)c2ccc(Cl)cc21	55*	3	/	-4	0.3	104	18	4	-3
34	-5	27	C=CCO/N=C/C1C(=O)CC(C)(C)CC1=O	-2	4	4	-49	-4.6	77	6	49	-4
35	3	-8	O=C(NC1CCCCC1)C(c1ccncc1)N(C(=O)c1csnn1)c1ccccc1 (stereo not drawn)	-4	-3	7	/	0.6	98	43	/	-4
36	-3	/	COc1cc2cc(CN(Cc3cccnc3)C(=O)Nc3ccccc3)c(=O)[nH]c2cc1OC	1	-8	0	6	-1.9	101	-13	-6	-5
37	-4	-6	CCCC1(CCC)NC(=O)N(CC(=O)Nc2ccccc2OC)C1=O	-2	-9	5	0	3.0	103	1	0	-3
38	2	4	Nc1ccc2nc[nH]c2c1	45	9	-10	-25	-1.4	96	22	25	-7
39	-2	-7	O=C(NC1CCCC1)c1cc2c(ccc3ccccc32)o1	10	-4	53	19	0.1	106	-6	-19	-9
40	0	-25	Cc1ccc(N2CCOCC2)c2c1C(=O)c1ccccc1C2=O	57*	-12	-5	10	1.4	101	38	-10	2
41	-2	-6	c1ccc2c(c1)nc(N1CCOCC1)c1nnnn12	/	-5	16	-10	-0.4	105	16	10	4
42	-14	-14	COCCNC(=S)NC1CC2CCCC(C1)N2Cc1ccco1 (stereo not drawn)	2	-7	4	16	5.4	103	7	-16	-3
43	-12	2	CCCS(=O)(=O)N1CCN(Cc2ccccc2OCC)CC1	-6	1	-5	8	-0.4	/	9	-8	-6
44	0	-8	O=C(CSc1nc2ccccc2c(=O)n1Cc1ccco1)N1CCCC1	22	-5	-4	-19	0.8	100	-9	19	-7
45	6	-13	CCCc1[nH]nc2c1C(c1ccc(O)cc1OCC)C(C#N)=C(N)O2 (stereo not drawn)	1	-8	/	-10	-8.7	133	2	10	-3
46	-4	-17	CCCN(CC(=O)Nc1ccccc1OC)C(=O)c1ccc(S(=O)(=O)NCc2ccco2)cc1	2	-6	-8	8	0.1	98	23	-8	-1
47	-6	-13	CCOC(=O)C1CCCN(C(=O)c2ccccc2Oc2ccccc2)C1 (stereo not drawn)	10	-2	/	7	0.5	100	27	-7	2
48	0	-16	COc1ccc(-c2ccnc3nc(-n4cccc4)nn23)cc1	1	-1	21	12	-3.8	98	3	-12	9
49	-4	/	O=C(CCNS(=O)(=O)c1ccccc1C(F)(F)F)NCCCc1ccccc1	-2	0	3	-10	0.7	/	2	10	2
50	-7	-12	O=C(O)c1cc(NS(=O)(=O)c2ccc3ccccc3c2)ccc1O	0	6	7	0	-1.0	100	4	0	3
51	-13	-15	COc1ccc(-c2cn3cc(Br)cnc3n2)cc1	-2	2	76	/	1.1	116	27	/	-1
52	5	-31	Cc1cc(N2CCOCC2)nc2ccccc12	-1	-3	31	7	-1.7	103	-1	-7	2

5 compounds out of the list, ordered by molecular weight, ascending:
nr	PKA-R2B act	SUMO Mot1 rescue	Compound	NSD2 inh	PKA-R1A act	MITF TRPM1 HTS	SR-BI DiI inh	CDK5 p35 inh	DSG3 Ab inh	Arrestin-AP2 inh	SR-BI DiI-HDL act	dFosB activator
38	2	4	Nc1ccc2nc[nH]c2c1	45	9	-10	-25	-1.4	96	22	25	-7
40	0	-25	Cc1ccc(N2CCOCC2)c2c1C(=O)c1ccccc1C2=O	57*	-12	-5	10	1.4	101	38	-10	2
50	-7	-12	O=C(O)c1cc(NS(=O)(=O)c2ccc3ccccc3c2)ccc1O	0	6	7	0	-1.0	100	4	0	3
37	-4	-6	CCCC1(CCC)NC(=O)N(CC(=O)Nc2ccccc2OC)C1=O	-2	-9	5	0	3.0	103	1	0	-3
46	-4	-17	CCCN(CC(=O)Nc1ccccc1OC)C(=O)c1ccc(S(=O)(=O)NCc2ccco2)cc1	2	-6	-8	8	0.1	98	23	-8	-1

6 entries out of the list above, ordered by the number in DSG3 Ab inh, ascending.
nr	PKA-R2B act	SUMO Mot1 rescue	Compound	NSD2 inh	PKA-R1A act	MITF TRPM1 HTS	SR-BI DiI inh	CDK5 p35 inh	DSG3 Ab inh	Arrestin-AP2 inh	SR-BI DiI-HDL act	dFosB activator
23	1	12	CCN(CC)C(=O)CN1C(=O)C(=O)c2ccccc21	-8	-5	0	-2	-0.2	65	11	2	1
7	-3	445	O=C(O)CCCC(=O)N1CCN(C(c2ccccc2)c2ccccc2)CC1	-2	-1	-7	-34	-2.7	87	1	34	2
48	0	-16	COc1ccc(-c2ccnc3nc(-n4cccc4)nn23)cc1	1	-1	21	12	-3.8	98	3	-12	9
44	0	-8	O=C(CSc1nc2ccccc2c(=O)n1Cc1ccco1)N1CCCC1	22	-5	-4	-19	0.8	100	-9	19	-7
25	1	58	COc1ccc(C(=O)NCC(=O)OCC(=O)Nc2sccc2C#N)cc1OC	2	-1	-6	5	-2.8	108	-7	-5	-6
4	-8	352	CC(=O)Oc1ccc(C(=O)Nc2ccc3c(c2)OCCO3)cc1	0	-7	33	-6	1.8	111	2	6	5
